RAD54 branch = inhibitors of human RAD54 branch migration; Q92698; RAD54 Holliday junction branch migration, FAM/BHQ fluorescence; inhibition, % at 10.4 µM; actives 0.14% (n = 360,000);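 active means mean normalized replicate activity at least 40 and at least half of replicates scoring 40 or more; inconclusive means only one of the two criteria met; inactive means mean below 40 and under half of replicates reaching 40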;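 further: 0% = median of neutral control wells and 100% = median of positive control wells; inhibitors cause a drop in the FAM fluorescence signal; in these data hits start at about 50%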
esBAF inh = blocks esBAF chromatin remodeling in mouse ES cells; Bmi1-luciferase knock-in reporter, 24 h; 100% = twice the neutral-well signal; reporter increase, % at 12.5 µM; actives 2% (n = 350,000); AID 602393; in the data active means activation above about 40%; inconclusive means no clear call, values can overlap the other calls;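 further: 0% = median of the plate's neutral control wells and 100% = double that signal; a rise in the Bmi1 reporter signal indicates esBAF inhibition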
ERp5 inh = inhibitors of human ERp5. actives 0.05% (n = 350,000). ERp5 insulin aggregation, absorbance 650 nm, 90 min. Q15084. inhibition, % at 9.99 µM;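 active means mean replicate inhibition above about 25%, with every replicate also reaching it, limit read from the data, passing the limit was not always enough; inconclusive means only one of those two criteria met; inactive means neither criterion met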
Target sequence (Q15084 whole entry, looked up): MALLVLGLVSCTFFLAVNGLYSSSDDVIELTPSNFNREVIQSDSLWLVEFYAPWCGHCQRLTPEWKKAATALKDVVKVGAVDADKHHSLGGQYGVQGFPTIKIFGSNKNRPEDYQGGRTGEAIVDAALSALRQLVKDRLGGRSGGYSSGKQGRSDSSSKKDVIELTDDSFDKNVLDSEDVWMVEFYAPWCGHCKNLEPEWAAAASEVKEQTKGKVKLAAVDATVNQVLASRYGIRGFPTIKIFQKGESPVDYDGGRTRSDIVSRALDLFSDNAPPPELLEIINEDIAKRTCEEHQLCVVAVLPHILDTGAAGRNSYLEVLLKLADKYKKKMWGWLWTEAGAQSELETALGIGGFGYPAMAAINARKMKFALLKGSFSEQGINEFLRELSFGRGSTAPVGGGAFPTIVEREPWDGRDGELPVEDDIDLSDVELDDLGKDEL
CASP6 VEID inh = inhibitors of human caspase-6 | actives 0.53% (n = 350,000) | purified caspase-6, Z-VEID-R110 cleavage fluorescence | inhibition, % at 12.5 µM | P55212;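 active means mean inhibition across replicates at least about 35%, with every replicate also reaching that limit, limit read from the data; inconclusive means only one of the two criteria met; inactive means neither criterion met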;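 further: 0% = median of neutral control wells and 100% = no fluorescence left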
ARNT-TACC3 inh = disruptors of human ARNT/TACC3 interaction; AlphaScreen His-ARNT PAS-B/GST-TACC3 binding, luminescence; TACC3 fragment carries E629A point mutation; actives 0.66% (n = 390,000); inhibition, % at 9.99 µM; AID 623870;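 active means mean inhibition of replicates at least 50% and at least half of replicates each reaching 50%; inconclusive means half or more replicates reach 50% but mean below 50%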;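 further: 0% = complete ARNT plus TACC3 wells and 100% = ARNT alone without TACC3; many hits fall short of the cut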
PglD inh = PglD (C. jejuni) enzyme inhibition; purified PglD enzyme, DTNB colorimetric CoA detection; actives 0.098% (n = 360,000); inhibition, % at 12.5 µM; in the data active means inhibition above about 16%, passing the limit was not always enough; inconclusive means no clear call, values can overlap the other calls; further: strong numbers were not always called active
E-selectin induc = E-selectin induction on HUVECs. AID 686992. actives 0.37% (n = 260,000). activation, % at 7.58 µM. HUVEC E-selectin immunofluorescence imaging; normalized: neutral wells 0, TNF-alpha wells 100. P16581;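 active means mean E-selectin-positive cell signal at least 10% of the positive control, reached in at least 60% of replicates, without over 20% cell loss; inconclusive means no rule given, readout overlaps actives, possibly toxicity-flagged; inactive means the rest, including those meeting only one limit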;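 further: in these data hits start at about 27%; measured in HUVEC primary endothelial cells; signal is the percent of cells scored E-selectin positive by PE staining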
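material = human umbilical vein endothelial cells (HUVEC), E-selectin induction | quantity = 3,000 cells/well | medium = EGM-2 growth medium on 0.1% gelatin-coated wells | technique = immunofluorescence imaging | read-out basis = % PE-positive cells | control set = TNF-alpha positive control, DMSO neutral control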
RAD52 inh = blocks human RAD52 DNA annealing; P43351; recombinant RAD52 DNA annealing, FRET fluorescence; inhibition, % at 18.7 µM; actives 0.46% (n = 360,000); AID 651710;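 active means every replicate showing at least 50% inhibition; inconclusive means mean inhibition at least 50% but not in every replicate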
Target sequence (P43351 whole entry, looked up): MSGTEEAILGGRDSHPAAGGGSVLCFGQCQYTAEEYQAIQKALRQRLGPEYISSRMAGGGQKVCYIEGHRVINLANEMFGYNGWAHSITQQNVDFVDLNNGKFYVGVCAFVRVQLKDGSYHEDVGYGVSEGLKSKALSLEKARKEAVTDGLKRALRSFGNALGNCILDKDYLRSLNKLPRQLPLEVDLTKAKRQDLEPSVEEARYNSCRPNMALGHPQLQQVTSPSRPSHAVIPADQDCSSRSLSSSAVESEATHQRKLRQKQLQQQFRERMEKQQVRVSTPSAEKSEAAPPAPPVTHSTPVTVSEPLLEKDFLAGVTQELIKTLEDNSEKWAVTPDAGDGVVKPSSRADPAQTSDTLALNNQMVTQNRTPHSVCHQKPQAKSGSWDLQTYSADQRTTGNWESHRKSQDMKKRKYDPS
Active calls of the source: *; ? = inconclusive; . = no result given.

# | compound | RAD54 branch | PglD inh | CASP6 VEID inh | ERp5 inh
1 | CCN(CC(=O)NC1CCS(=O)(=O)C1)c1ccc([N+](=O)[O-])cc1C#N (centres undefined) | -5.8 | 2.4 | 2.0 | 5.0
2 | CCOC(=O)c1ccc(NC(=O)c2nc[nH]c2C(=O)NCC(=O)OC(C)(C)C)cc1 | 1.0 | -0.5 | . | .
3 | CC[C@H](C)[C@H]1CNC(=S)N1CC1CCN(CCCCc2ccccc2)CC1 | -12.4 | 1.2 | -9.5 | 10.1
4 | COC(=O)CCC(=O)OC1(C)C(=O)C2=CN(CCc3c[nH]c4ccccc34)C(c3ccc(OC)cc3)=CC2=C(Br)C1=O (centres undefined) | 7.5 | -0.1 | . | .
5 | COc1ccc(CNc2ccccc2)cc1Br | -8.4 | 4.6 | . | .
6 | CCc1cc(C(=O)NNC(=S)Nc2cccc(C)c2)cs1 | -3.6 | 1.0 | . | .
7 | CC(C)(C)c1ccc(C(=O)NNC(=O)CCc2ccccc2)cc1 | 1.5 | -4.1 | -0.8 | 2.5
8 | CCn1c(CCCOc2ccc(Cl)cc2Cl)nnc1SCC(=O)Nc1cccc(F)c1 | 2.1 | 1.5 | . | .

# | ARNT-TACC3 inh | RAD52 inh | esBAF inh | E-selectin induc
1 | . | 2.1 | -11.1 | -0.4
2 | 2.5 | . | 5.9 | 0.6
3 | 12.1 | -1.7 | -2.4 | -0.1
4 | -7.7 | . | 6.6 | .
5 | -1.4 | . | -3.7 | .
6 | 25.9 | . | 50.0* | 1.4
7 | . | -8.1 | . | -0.2
8 | -2.6 | . | -8.5 | .

# | compound | RAD54 branch | PglD inh | CASP6 VEID inh | ERp5 inh
9 | O=C(c1ccccn1)N1CC[C@@H]2[C@H](CO)Nc3ccc(-c4cccc(F)c4)cc3[C@@H]21 | -6.0 | -2.4 | . | .
10 | Cc1ccc(-n2c(=S)[nH]c3sc4c(c3c2=O)CCC4)cc1 | . | . | -0.4 | 1.6
11 | Cc1ccc(S(=O)(=O)N2CCCc3nc(-c4ccccc4)ccc32)cc1 | . | . | -1.7 | -3.6
12 | COc1cc2cc(C(C)(C)O)oc(=O)c2cc1OC | -1.5 | -1.0 | 0.3 | 14.8
13 | Cc1ccc(NC(=O)CCCNC(=O)c2ccc(Cl)cc2)c(O)c1 | -5.3 | -2.7 | -0.6 | -1.3
14 | CCOC(=O)Cc1csc(NC(=O)c2ccc(Br)cc2)n1 | -5.9 | -2.3 | 0.3 | 0.5
15 | COc1ccc(C(=O)C2CCCN(S(=O)(=O)c3ccc(C(C)=O)cc3)C2)c(C)c1 (centres undefined) | 4.8 | -8.0 | 8.4 | -1.0
16 | COc1ccc(S(=O)(=O)NC(CC(=O)NCc2ccco2)c2ccco2)cc1 (centres undefined) | 4.1 | 1.3 | . | .

# | ARNT-TACC3 inh | RAD52 inh | esBAF inh | E-selectin induc
9 | -4.2 | . | 8.9 | -0.4
10 | 9.6 | -27.4 | . | 0.6
11 | . | -22.6 | . | 0.9
12 | -6.9 | 0.0 | -6.8 | 0.1
13 | -35.2 | -11.5 | . | 1.9
14 | -0.6 | -18.1 | 8.9 | .
15 | -1.1 | -9.4 | 3.3 | .
16 | -1.2 | . | -2.8 | .

# | compound | RAD54 branch | PglD inh | CASP6 VEID inh | ERp5 inh
17 | Cc1[nH]n(-c2ccccc2)c(=O)c1C=Nc1ccc(S(=O)(=O)NC(N)=O)cc1 | -4.0 | 2.6 | -2.0 | -3.3
18 | Cc1cccc(/C=C/c2onc(C)c2S(=O)(=O)N2CCC(C(=O)NC(C)(C)C)CC2)c1 | -1.1 | -3.2 | 0.1 | 2.5
19 | Cc1cc(NC(=O)CSc2ccccn2)no1 | . | . | . | 3.2
20 | CCOC(=O)c1cn[nH]c1NC(=S)Nc1ccccc1 | -6.0 | 0.4 | -2.4 | -2.1
21 | Cc1cc(NCc2ccccn2)n2nc(C)c(-c3ccccc3)c2n1 | . | . | -1.2 | 2.1
22 | COc1ccc(Cc2nc3ccc(C(=O)NC4CCOC4)cc3o2)cc1OC (centres undefined) | 15.1 | -2.0 | 1.1 | 1.4
23 | O=C(Nc1nc2cc3c(cc2s1)OCCO3)c1ccco1 | 5.9 | 7.4 | 0.4 | 1.4
24 | CCCc1cc(C(=O)N2CCC(N3CCC(C(=O)NC(C)C)CC3)CC2)n(C)n1 | -6.7 | -8.7 | -0.4 | 6.7

# | ARNT-TACC3 inh | RAD52 inh | esBAF inh | E-selectin induc
17 | 7.7 | -8.9 | -1.6 | .
18 | -5.6 | -5.5 | 3.0 | 1.0
19 | 0.6 | -20.8 | . | -2.8
20 | -4.6 | -12.7 | . | 0.5
21 | 36.4 | -13.5 | . | 3.1
22 | . | -8.7 | 9.4 | 0.4
23 | 2.5 | -8.6 | -76.3 | 0.1
24 | . | -6.7 | -9.0 | .

# | compound | RAD54 branch | PglD inh | CASP6 VEID inh | ERp5 inh
25 | CNc1nc(OCCNC(=O)Nc2ccccc2)nc(N2CCOCC2)n1 | -1.2 | 2.4 | . | .
26 | O=C(COC(=O)c1cccnc1Cl)c1cccc(Cl)c1 | 0.4 | -4.5 | . | .
27 | CCOc1ccccc1CN1CCNC(=O)C1CC(=O)NCc1cc(C)n(C)n1 (centres undefined) | -4.4 | 0.0 | -0.8 | 2.1
28 | C/C=C/c1ccc2c(c1)O[C@@H](CN(C)Cc1cccc(F)c1)[C@H](C)CN([C@@H](C)CO)S2(=O)=O | -1.1 | 5.3 | -3.9 | -161.5
29 | N#Cc1ccc(C(=O)Nc2ccc3ccccc3c2)cc1 | 1.0 | 1.0 | -4.3 | 0.8
30 | CCOC(=O)c1cc(-c2nnc(-c3ccc(Oc4ccccc4)cc3)o2)c(C)nc1C | -5.8 | -0.6 | -0.7 | -3.2
31 | Cn1c2ccccc2c(=O)c2cc(C#CC3(O)CCCCC3)ccc21 | -12.2 | 0.9 | -5.7 | -8.5
32 | CN(Cc1ccccc1)C(=O)[C@@H]1CCCN1C(=O)[C@@H]1CCCN1C(=O)c1c(F)cccc1F | . | . | -0.4 | -6.1

# | ARNT-TACC3 inh | RAD52 inh | esBAF inh | E-selectin induc
25 | -5.2 | . | -12.1 | .
26 | -1.6 | . | ? | .
27 | 3.5 | -20.3 | -2.9 | .
28 | -2.9 | 0.7 | 1.8 | -2.1
29 | 14.6 | -16.2 | 7.3 | .
30 | . | -5.0 | -8.2 | -0.1
31 | -0.2 | 10.6 | -62.9 | 0.2
32 | . | -12.5 | . | 0.8

# | compound | RAD54 branch | PglD inh | CASP6 VEID inh | ERp5 inh
33 | CC(C)C[C@@H]1COc2cc(N3CCC[C@H]3CO)ccc2S(=O)(=O)N1 | . | . | 2.6 | -3.3
34 | CNC[C@@H]1Oc2ccc(NS(=O)(=O)c3c(C)noc3C)cc2C(=O)N([C@@H](C)CO)C[C@H]1C | -1.1 | 3.2 | -2.1 | 10.9
35 | O=C(Nc1nccs1)[C@H]1[C@H](CO)[C@H]2Cn3c(ccc(-c4cccnc4)c3=O)[C@H]2N1CC1CC1 | . | . | 2.5 | 0.1
36 | Clc1ccc(/C=N/NC(=Nc2ccccc2)c2ccccn2)c(Cl)c1 | 2.2 | 1.2 | . | .
37 | O=C(Nc1ccccc1Cl)N1CCSc2ccccc21 | 11.7 | 3.3 | -0.9 | 0.4
38 | COCC(=O)N(C)C[C@@H]1Oc2ncc(C3=CCCC3)cc2C(=O)N([C@@H](C)CO)C[C@H]1C | 3.4 | 0.3 | -0.8 | 1.9
39 | Cc1ccc(NC(=O)CN(C)C(=O)CCCN2C(=O)c3ccccc3C2=O)cc1 | 9.7 | 6.7 | . | .
40 | CCCc1cc(=O)oc2cc(C)cc(OC(C)C(=O)NCc3ccncc3)c12 (centres undefined) | 0.3 | -1.6 | 3.4 | 10.5

# | ARNT-TACC3 inh | RAD52 inh | esBAF inh | E-selectin induc
33 | . | -21.3 | . | ?
34 | -4.4 | -16.3 | -1.3 | -0.1
35 | . | -6.2 | . | -0.1
36 | 37.7 | . | -13.2 | .
37 | -4.8 | -10.8 | 2.7 | .
38 | -6.0 | -0.1 | -7.1 | -0.1
39 | -2.3 | . | 9.1 | .
40 | 0.5 | -25.7 | 9.3 | -0.7

# | compound | RAD54 branch | PglD inh | CASP6 VEID inh | ERp5 inh
41 | COCCCNC(=O)CC1C[C@H](C(=O)N2CCCCC2)[C@@]2(CCc3ccccc3)c3[nH]c4ccccc4c3CCN2C1=O (some centres undefined) | -2.4 | -6.4 | -0.1 | 3.5
42 | C=CCC(C(=O)c1ccccc1)[N+](C)(C)CC=C (centres undefined) | . | . | -5.6 | 3.3
43 | CCCNC(=O)Nc1ccc2c(c1)C(=O)N(C)[C@@H]1CC[C@H](CC(=O)OC)O[C@H]1CO2 | -3.6 | 1.3 | -2.2 | -2.5
44 | CCCC(CCC)C(=O)Oc1cc(C)[nH]c(=O)c1[N+](=O)[O-] | . | . | 1.3 | -7.9
45 | CN(C)c1ncnc2c1ccn2C1OC(CO)C(O)C1O (centres undefined) | -1.9 | 13.3 | -2.7 | 0.6
46 | O=C(CN1CCOc2ccccc21)NCc1ccc(F)cc1 | 2.4 | 2.8 | 4.2 | -1.1
47 | COc1ccc(CNc2ccc(C)c(C)c2)c(OC)c1OC | . | . | -3.9 | -0.3
48 | COC(=O)Cc1nc2c(N)nc(N)nc2[nH]c1=O | -4.4 | -0.5 | 2.8 | -0.3

# | ARNT-TACC3 inh | RAD52 inh | esBAF inh | E-selectin induc
41 | -5.4 | -0.6 | 3.8 | 1.0
42 | . | -10.5 | . | -0.4
43 | -5.0 | -3.2 | -0.7 | -0.1
44 | 2.2 | 2.7 | . | .
45 | -4.7 | 4.8 | -8.5 | -0.2
46 | -12.4 | -23.6 | 6.1 | 1.3
47 | 33.1 | -2.1 | . | 2.0
48 | -3.8 | -11.7 | 7.0 | 1.0

# | compound | RAD54 branch | PglD inh | CASP6 VEID inh | ERp5 inh
49 | CCCCNC(=O)C1(C)CCC(=O)N1c1cc(C(C)(C)C)nn1C (centres undefined) | -6.9 | -1.8 | -1.3 | 0.6
50 | C[C@@H]1CCCCO[C@H](CN(C)Cc2ccc(Cl)c(Cl)c2)[C@@H](C)CN([C@H](C)CO)C(=O)c2cc(NC(=O)c3ccncc3)ccc2O1 | -21.1 | -0.3 | -0.2 | -0.1
51 | Cc1nc(NCCc2ccccc2F)c(C#N)c(C)c1[N+](=O)[O-] | 3.8 | -0.9 | . | .
52 | CC1CN(C(=O)c2cc3cc(Cl)ccc3[nH]2)CC(C)O1 (centres undefined) | . | . | 1.8 | 2.2
53 | COc1ccc(S(=O)(=O)Nc2ccc3c(c2)[C@@H]2C[C@H](CC(=O)O)O[C@H](CO)[C@@H]2O3)cc1 | 8.2 | 0.3 | 3.1 | 6.9
54 | C[C@H]1CN([C@@H](C)CO)C(=O)c2c(c3ccccc3n2C)-c2ccccc2CO[C@@H]1CN(C)CC1CC1 | 7.1 | 2.5 | 1.8 | -0.1
55 | CNC[C@H]1Oc2ccc(NC(=O)Nc3ccc(F)cc3)cc2CC(=O)N([C@@H](C)CO)C[C@@H]1C | 7.0 | -0.8 | -1.0 | -4.9
56 | COCC#Cc1ccc2c(c1)O[C@@H](CN(C)Cc1ccccc1)[C@H](C)CN([C@H](C)CO)S2(=O)=O | -3.3 | 4.1 | 3.8 | 0.8

# | ARNT-TACC3 inh | RAD52 inh | esBAF inh | E-selectin induc
49 | . | -1.4 | 0.5 | -0.1
50 | -3.3 | -7.7 | -4.2 | 0.3
51 | 2.1 | . | 3.1 | .
52 | -18.7 | -8.8 | 10.2 | .
53 | -4.8 | -6.4 | -7.1 | -0.5
54 | -4.7 | 18.1 | -6.3 | 0.0
55 | -2.7 | -9.1 | -2.5 | -0.2
56 | 26.6 | -3.1 | -9.3 | 0.1

From PubChem BioAssay
